Screens (PubChem)
PI4K2A block = blocks human PI4K2A kinase activity | purified PI4K2A, ADP-Glo luminescence, 1 h; stronger effect = lower value | activity change, negative = inhibition, % at 76.9 µM | 420,000 tested, 0.13% active; in the data active = activity change below about -50%; inconclusive = mostly about -30% to -49%;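 also: -100% = wells without enzyme as full effect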
Target sequence (Q9BTU6 whole entry, looked up): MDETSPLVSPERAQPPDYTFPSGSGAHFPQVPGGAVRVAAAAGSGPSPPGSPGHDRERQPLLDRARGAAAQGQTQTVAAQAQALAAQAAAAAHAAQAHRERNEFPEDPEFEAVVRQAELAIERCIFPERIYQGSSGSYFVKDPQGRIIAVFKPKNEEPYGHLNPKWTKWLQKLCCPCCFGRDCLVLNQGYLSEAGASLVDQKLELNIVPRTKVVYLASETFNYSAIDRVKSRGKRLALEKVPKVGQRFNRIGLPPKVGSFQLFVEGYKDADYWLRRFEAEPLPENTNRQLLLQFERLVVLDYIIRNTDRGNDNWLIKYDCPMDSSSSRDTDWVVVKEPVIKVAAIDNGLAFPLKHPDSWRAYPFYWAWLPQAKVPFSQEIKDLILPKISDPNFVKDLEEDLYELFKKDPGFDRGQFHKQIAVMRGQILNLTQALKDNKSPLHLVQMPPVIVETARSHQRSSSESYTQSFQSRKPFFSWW
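PI4K2A activity was measured by ADP-Glo luminescence: enzyme (4 ug/mL stock) and phosphatidylinositol (1.2 mM stock) in Tris pH 7.5/MgCl2/EGTA/Triton X-100 buffer were reacted with ATP (300 microM stock) for one hour at ambient temperature.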
IDH1 R132H inh = inhibitors of human mutant IDH1 R132H. O75874. IDH1-R132H enzyme, NADPH consumption, diaphorase/resazurin fluorescence. Potency, µM (titrated, usually from 76.6 µM), without a hit: at the top dose activity change, negative = inhibition, usual class: inhibitors. 390,000 tested, 0.093% active; also: potency is read from the fitted curve at half-maximal effect; % is scaled to controls: 0 for no effect and ±100 for the full control effect; nearly all actives have a fitted effect of over 65% in size
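IDH1-R132H (0.5 ug/mL) preincubated 30 min with compound, then NADPH (0.016 mM) and alpha-KG (2 mM) added; 80 min at RT, pH 7.5. Remaining NADPH coupled via diaphorase/resazurin to fluorescence (540/590 nm); concentration-response curves normalized to no-enzyme control.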
USP1 inh = inhibitors of human USP1/UAF1 deubiquitinase. Potency, µM (highest dose often 57.1 µM), for inactives: top-dose activity change, negative = inhibition, most hits filed as inhibitors. 390,000 tested, 0.23% active. recombinant USP1/UAF1, Ub-Rhodamine cleavage fluorescence. O94782; also: potency is read from the fitted curve at half-maximal effect; % is scaled to controls: 0 for no effect and ±100 for the full control effect; nearly all actives have a fitted effect of over 60% in size; inactives centre near -12
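High-throughput fluorogenic screen: 1nM USP1/UAF1 complex, Ub-Rho substrate 150nM final, 50mM HEPES pH 7.8 with 0.5mM EDTA, 0.1 mg/ml BSA, 1mM TCEP and 0.01% Tween-20.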
TRHR enhancer = TRH receptor (human) allosteric enhancement | P34981 | TRHR cells, fluo-8 calcium fluorescence, EC20 TRH enhancement | enhancement, % at 2 µM | 360,000 tested, 0.66% active | AID 493056; in the data active = enhancement above about 30%; also: 0% is about no effect
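Enhancer read-out: after compound pinning and an initial kinetic agonist-mode read, an EC20 of TRH (10 nM final) was injected and fluo-8 calcium signal (Ex 480/Em 530) followed at 1 s/cycle for 100 cycles in TRHR-expressing cells.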
TrxR1 substrate = is turned over as a substrate by rat TrxR1 | purified TrxR1 substrate turnover, NADPH consumption readout | Potency, µM (titrated, usually from 114 µM), inactives show at the top dose activity change, negative = substrate turnover | 390,000 tested, 0.01% active | AID 588456; also: potency is read from the fitted curve at half-maximal effect; % is scaled to controls: 0 for no effect and ±100 for the full control effect; nearly all actives have a fitted effect of over 50% in size
Target sequence (O89049 whole entry, looked up): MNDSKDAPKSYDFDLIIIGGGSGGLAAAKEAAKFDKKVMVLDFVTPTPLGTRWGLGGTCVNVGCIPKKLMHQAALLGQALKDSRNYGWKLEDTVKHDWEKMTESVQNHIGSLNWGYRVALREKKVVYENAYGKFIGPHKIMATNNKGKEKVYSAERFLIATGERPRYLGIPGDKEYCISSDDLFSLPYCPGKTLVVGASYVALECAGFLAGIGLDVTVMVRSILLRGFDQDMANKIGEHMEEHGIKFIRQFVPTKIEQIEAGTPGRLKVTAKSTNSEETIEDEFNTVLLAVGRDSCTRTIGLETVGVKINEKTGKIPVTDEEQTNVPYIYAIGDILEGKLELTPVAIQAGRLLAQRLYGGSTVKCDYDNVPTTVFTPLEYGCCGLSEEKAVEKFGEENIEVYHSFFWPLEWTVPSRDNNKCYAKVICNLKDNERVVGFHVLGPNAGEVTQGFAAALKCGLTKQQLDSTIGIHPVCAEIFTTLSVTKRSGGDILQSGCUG
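Rat TrxR1, dispensed at 90 nM, was prereduced with 400 uM NADPH (final) for 5 min at ~22 deg C, then incubated with compound 15 min before 400 uM selenite. A first-read NADPH fluorescence drop versus no-compound background flagged substrates.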
D2 ag = D2 dopamine receptor (human) agonism; 340,000 tested, 0.53% active; HEK293 T-REx D2 cells, calcium flux agonist mode; AID 485358; activation, % at 2 µM;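 active = activation over 3 SD above normal in the single-dose calcium agonist read, cut at about 30% in these data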; also: 0% is about no effect
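Tetracycline-induced HEK293 T-REx cells with force-coupled D2 receptor, plated overnight at 30 C, loaded with no-wash calcium dye. After a 10 s baseline, compound was pin-added and calcium flux read kinetically for 180 s; calcium rises flagged agonists.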
TRHR ag = agonists of human TRH receptor | TRHR cells, calcium flux fluo-8, FDSS agonist mode | P34981 | activation, % at 2 µM | AID 493084 | 360,000 tested, 0.18% active; in the data active = activation above about 30%; also: 0% is about no effect
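TRHR-expressing cells, plated overnight in medium with 10% serum, were loaded with fluo-8 calcium dye at room temperature. After a 10 s baseline, library compound was pin-added and calcium release was recorded kinetically (ex 480/em 530) as agonist response.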
rTrxR1 inhibitor = rat TrxR1 inhibition | O89049 | recombinant rTrxR1, NADPH fluorescence consumption, selenite substrate | Potency, µM (doses to about 114 µM), for the others: at the highest dose activity change, negative = inhibition, actives largely listed as inhibitors | 390,000 tested, 1% active | AID 588453; also: potency is read from the fitted curve at half-maximal effect; % is scaled to controls: 0 for no effect and ±100 for the full control effect; nearly all actives have a fitted effect of over 65% in size
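Rat TrxR1 (90 nM in the dispensed reagent) was pre-reduced with 400 uM NADPH for 5 min at room temperature, then incubated with compound for 15 min. After 400 uM selenite was added, NADPH fluorescence (Ex 340/Em 450 nm) was followed for 8 min.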
D2 antagonist = antagonizes the human D2 dopamine receptor; HEK293 TREx D2 cells, calcium flux, dopamine EC80; inhibition, % at 10 µM; 340,000 tested, 2% active; in the data active = inhibition above about 30%; also: 0% is about no effect
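Calcium flux kinetic readout in an inducible HEK293 TREx D2 line plated overnight at 30 C. After 180 s compound exposure, an EC80 dopamine challenge follows with another 180 s kinetic read to detect antagonism.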
Numbers without * were called inactive; u = inconclusive; x = no result given; [ ] = another dose, or the depositor's remark. Unless noted, calls follow the shape of the dose curve; as a rule, active = well fitted inhibition curve with a large enough effect; inconclusive = small, poorly fitted or top-dose-only effect; inactive = no such curve, though single readings can be large or run the other way. The order is random; any-hit rate near 3.9%.

SMILES	PI4K2A block	IDH1 R132H inh	USP1 inh	TRHR enhancer	TrxR1 substrate	D2 ag	TRHR ag	rTrxR1 inhibitor	D2 antagonist
Cc1ccc(C(=O)NNC(=O)c2cccc(S(=O)(=O)N3CCOCC3)c2)cc1	3	6%	-17%	x	6%	x	x	8%	x
Cc1ccc(NC(=O)N2CCC(C(=O)NCc3ccccc3)CC2)cc1	1	0%	-7%	-8	-3%	0.2	-0.6	20%	39*
Cc1ccc(N=Cc2sc(O)c3ccccc23)cc1	9	5%	u	5	-10%	65*	66*	14%[57.1 µM]	-6
CCN(CC)S(=O)(=O)c1ccc(Cl)c(NC(=O)COC(=O)c2cc(-c3ccccc3Cl)nc3ccccc23)c1	-3	4%	-14%	0	-4%[11.4 µM]	0.7	1.0	1%[11.4 µM]	-4
CCOC(=O)Cn1nc(C)c(NC(=O)c2ccc(Cl)c([N+](=O)[O-])c2)c1C	-4	3%	-4%	11	-8%	-0.9	-0.8	7%	-12
CCCn1c(CN2CCN(c3cccc(Cl)c3)CC2)nc2c1c(=O)n(C)c(=O)n2C	-5	6%	-5%	2	1%[57.1 µM]	-0.8	-0.3	4%[57.1 µM]	-21
CCOCCCNS(=O)(=O)c1ccc(OC)c(Cl)c1Cl	-4	4%	-10%	11	-7%	0.3	-0.6	1%	2
Cc1ccc(S(=O)(=O)N(C)C)cc1NC(=O)COC(=O)c1ccc2c(c1)OCCO2	-2	2%	-26%	6	4%	-0.2	-0.8	22%	7
Cc1ccc(C(=O)Oc2cc(-c3ccc4c(c3)OCO4)cc(=O)c3c(C)oc(C)c23)cc1	-6	0%	-5%	1	5%	-0.1	0.3	-20%	x
CC1SCC(=O)N(CC(=O)NCCc2ccccc2)C1=O (stereo unspecified)	3	1%	0%	1	8%[57.1 µM]	1.8	-0.1	24%[57.1 µM]	-1
Cc1ccc(-n2c(SCC(=O)N3CCOCC3)nnc2-c2cccnc2)cc1C	-3	4%	-16%	8	-5%	-0.8	0.0	-6%	3
O=C(C1CC1)N1CCC(c2nc(-c3ccc(S(=O)(=O)NCC4CCCO4)cc3)no2)CC1 (stereo unspecified)	-2	3%	0%	-2	0%	0.8	1.3	-5%	-11
Cc1ccccc1N1CCN(Cc2cc3c(cc2[N+](=O)[O-])OCO3)CC1	1	14%	-21%	9	-2%	0.3	-0.4	-3%	-20
COc1ccc(CNC(=O)CCS(=O)(=O)c2cc3c4c(c2)CCN4C(=O)CC3)cc1OC	4	0%	-18%	0	0%[57.1 µM]	0.3	0.1	14%[57.1 µM]	x
COc1ccc(NC(=S)Nc2ccccc2)cn1	-2	-4%	-16%	1	11%[57.1 µM]	0.3	0.3	3%[57.1 µM]	-4
O=C(Cn1cc(SCc2ccc(Cl)cc2)c2ccccc21)N1CCCC1	0	-8%	9%	2	-6%	0.1	-0.1	17%	x
O=C(CN1CCN(c2nc(-c3ccccc3)cs2)CC1)NNC(=O)c1ccco1	-2	2%	-14%	3	-8%[57.1 µM]	0.4	-0.8	9%[57.1 µM]	1
O=C(NCc1ccco1)c1cnn2c1NC(c1ccc(Br)cc1)CC2C(F)(F)F (stereo unspecified)	1	-6%	-15%	4	13%[57.1 µM]	1.2	1.2	24%[57.1 µM]	3
COc1cc(/C=N/NC(=O)c2ccccc2O)ccc1OCC(=O)Nc1ccccc1	-20	-1%	-26%	-10	46%[activator]	-0.5	-1.0	22%	0
Cc1ccc(C)c(-c2csc(-c3c(N)c(C(=O)c4ccc5c(c4)OCO5)n4ccccc34)n2)c1	2	11%	-31%	6	-1%	-0.1	2.9	11%	x
Cc1ccc(S(=O)(=O)CC(O)COc2ccc(F)cc2Cl)cc1 (stereo unspecified)	-3	0%	-8%	-2	6%[57.1 µM]	0.9	0.0	10%[57.1 µM]	-6
COc1ccc2[nH]c(=O)c(CNC3CCCCC3)cc2c1	-7	6%	-21%	-1	71%[activator]	1.0	0.4	-4%	12
CCc1ccc(NC(=O)c2c(Cl)nc(C)c(Cl)c2C)cc1	0	23%	-20%	-3	1%[57.1 µM]	0.9	-0.1	-4%[57.1 µM]	-8
O=C(NN1C(=O)C2C3C=CC(C4CC34)C2C1=O)c1ccccc1Cl (stereo unspecified)	4	3%	-12%	-4	8%	1.0	0.2	18%	-23
c1ccc(CCNc2nc(-c3ccccn3)nc3ccccc23)cc1	-12	-1%	-13%	0	1%	-1.7	-0.3	22%	-12
O=S(=O)(Nn1cnnc1)c1ccc2ccccc2c1	-2	-6%	-8%	2	-2%	0.2	0.3	2%	13
CCOc1ccc(Cn2c3ccc(OC)cc3c3nc4ccccc4nc32)cc1OC	2	-2%	36%[activator]	0	-14%	1.1	2.3	-13%	-5
COc1c(Cl)cc(-c2noc(C)c2C(=O)NC(C)C)cc1Cl	0	11%	u	4	5%	-0.2	-0.7	13%	-4
COc1ccc(CNC(=O)C2CC(C)=CCC2C(=O)O)cc1 (stereo unspecified)	12	14%	-21%	7	3%	0.7	0.3	19%	6
O=C(NC1CCCCC1)c1ccc2c(c1)sc1nc(-c3ccc(F)cc3)cn12	1	-23%	-5%	3	-2%	0.3	-0.3	7%	x
COc1ccc(CC(=O)N2N=C(c3ccncc3)CC2(O)C(F)(F)F)cc1 (stereo unspecified)	3	19%	-12%	-1	1%	-0.2	-1.0	11%	16
Cc1[nH]n(-c2ccccc2)c(=O)c1N=Nc1ccccc1C(=O)N1CCCCC1	-5	-8%	-3%	0	1%	x	-0.7	20%	x
CCc1nn2c(=O)cc(CSCC(=O)Nc3ccccc3F)nc2s1	8	-8%	-11%	-5	2%[57.1 µM]	1.1	0.7	35%[57.1 µM]	28
Cc1ccc2[nH]c(-c3ccccc3)cc(=O)c2c1	2	19%	-27%	-2	26%[57.1 µM]	-0.5	-0.2	22%[57.1 µM]	-2
O=C(CCN1CCN(c2ccccc2F)CC1)Nc1ccc2c(c1)OCO2	-7	0%	2%	-1	11%	80*	-0.8	26%	86*
CN(C)CCCN(C(=O)COc1ccc(Cl)cc1)c1nc2cc3c(cc2s1)OCCO3	3	0%	-5%	-1	0%	-0.6	0.6	17%	-9
Cc1ccc(N(CC(=O)N/N=C/c2ccc(OC3CSC3)cc2)S(=O)(=O)c2ccccc2)cc1	1	6%	-11%	11	6%	0.5	0.9	17%	-3
Cc1ccc(CN2C(=O)CCC2C(=O)NCCCN2CCCCC2C)cc1 (stereo unspecified)	8	0%	6%	9	0%	-1.0	0.9	4%	2
O=S(=O)(NCc1nc2cccnc2n1Cc1ccc(F)cc1)c1ccc(Cl)s1	1	11%	9%	0	2%[57.1 µM]	0.7	0.0	11%[57.1 µM]	x
Cc1ccc(NC(=O)C2CCN(S(=O)(=O)c3ccccc3)CC2)cc1	3	19%	-5%	5	8%[57.1 µM]	x	-2.2	26%[57.1 µM]	x
Brc1ccc(C2=NC(Cc3ccccc3)CO2)cc1 (stereo unspecified)	-1	13%	-8%	-1	7%[57.1 µM]	-0.7	-0.3	11%[57.1 µM]	-16
Cc1cccc(NC(=S)NC2CC3C=CC2C3)c1 (stereo unspecified)	2	5%	-4%	1	6%[11.4 µM]	-0.6	0.2	15%[11.4 µM]	2
CO/N=C\c1cc(C(=O)c2ccc(Cl)cc2Cl)cn1C	3	4%	-22%	-2	3%[57.1 µM]	0.9	-0.2	22%[57.1 µM]	-7
CC(NC(=O)c1ccco1)C12CC3CC(CC(C3)C1)C2 (stereo unspecified)	3	1%	-24%	-8	5%	-1.3	0.6	30%	5
Cc1cccc(NC(=O)C2C3CCCCC32)c1 (stereo unspecified)	0	9%	-5%	0	-3%	x	0.0	13%	x
CCc1cc(=O)oc2cc(C)cc(OCC(=O)C(C)(C)C)c12	3	6%	-2%	-7	68%[activator]	x	-1.2	19%	x
CCS(=O)(=O)N1CCCC(C(=O)Oc2ccc(Br)cc2)C1 (stereo unspecified)	0	-3%	-24%	-7	0%	-0.6	-0.4	17%	7
COC(=O)c1ccc(CO/N=C/c2ccc(OC)cc2)o1	-3	9%	-18%	-2	-1%[57.1 µM]	0.1	0.0	12%[57.1 µM]	10
Cc1ccc(-c2cc(C(=O)NNC(=O)c3csc(N4CCOCC4)n3)c3ccccc3n2)cc1	-3	1%	-18%	4	7%	0.0	-0.3	28%	-17
CC1CCN(C2=NC(=O)/C(=C/c3cccc(O)c3)S2)CC1	-4	-4%	-16%	-4	3%[57.1 µM]	-2.5	-0.7	-1%[57.1 µM]	-24

The list continues:
SMILES	PI4K2A block	IDH1 R132H inh	USP1 inh	TRHR enhancer	TrxR1 substrate	D2 ag	TRHR ag	rTrxR1 inhibitor	D2 antagonist
Cc1ccc(NC(=O)C2CCCN2C(=O)c2cccs2)c(C)c1 (stereo unspecified)	-1	-1%	-3%	5	2%	x	0.2	-1%	x
O=C(Cc1ccccc1)NN1C(=O)/C(=C/c2ccc(C(=O)O)cc2)SC1=S	-3	0%	u	-1	-11%	0.6	0.0	-1%	-10
CC1CCc2nn(CC(=O)NC3CCCC(C)C3C)cc2C1 (stereo unspecified)	0	-7%	-7%	1	-3%[57.1 µM]	x	-0.4	-1%[57.1 µM]	x
CC1CN(c2nc3ccccn3c(=O)c2/C=C(\C#N)C(N)=O)CC(C)O1 (stereo unspecified)	4	2%	-10%	-1	2%	1.2	1.0	-4%	-7

Part of the list above, with values under each structure:
Every second line gives: PI4K2A block	IDH1 R132H inh	USP1 inh	TRHR enhancer	TrxR1 substrate	D2 ag	TRHR ag	rTrxR1 inhibitor	D2 antagonist
- CC1CCc2nn(CC(=O)NC3CCCC(C)C3C)cc2C1 (stereo unspecified)
→ 0	-7%	-7%	1	-3%[57.1 µM]	x	-0.4	-1%[57.1 µM]	x
- Cc1ccc(NC(=O)C2CCCN2C(=O)c2cccs2)c(C)c1 (stereo unspecified)
→ -1	-1%	-3%	5	2%	x	0.2	-1%	x
- CC1CN(c2nc3ccccn3c(=O)c2/C=C(\C#N)C(N)=O)CC(C)O1 (stereo unspecified)
→ 4	2%	-10%	-1	2%	1.2	1.0	-4%	-7
- O=C(Cc1ccccc1)NN1C(=O)/C(=C/c2ccc(C(=O)O)cc2)SC1=S
→ -3	0%	u	-1	-11%	0.6	0.0	-1%	-10
